TrxR1 substrate: substrates of rat thioredoxin reductase 1; O89049; purified TrxR1 substrate turnover, NADPH consumption readout; Potency, µM (titrated, usually from 114 µM), for the others: at the top dose activity change, negative = substrate turnover; hit rate 0.01% among 390,000; further: on the % scale 0 is the no-effect control and ±100 the full control effect; nearly all actives have a fitted effect of over 50% in size
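Rat TrxR1, dispensed at 90 nM, was prereduced with 400 uM NADPH (final) for 5 min at ~22 deg C, then incubated with compound 15 min before 400 uM selenite. A first-read NADPH fluorescence drop versus no-compound background flagged substrates.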
Vif-A3F inh: Vif-A3F binding inhibition. HeLa A3F-eYFP + Vif (tagged APOBEC3F with the HIV-1 protein that degrades it), YFP fluorescence increase. Potency, µM (top dose mostly 46.1 µM), inactives show at the top dose activity, negative = active. hit rate 0.2% among 390,000. AID 602313; further: % of control where 0% means no effect; nearly all actives have a fitted effect of over 65% in size
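HeLa cells stably expressing A3F-eYFP plus Vif, plated and incubated overnight at 37 deg C, then exposed to compounds overnight at 37 deg C. Blocked degradation read as raised yellow fluorescence (Ex 488/Em 500-530).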
ALOX12 inh: inhibitors of human 12S-lipoxygenase ALOX12; AID 1671190; hit rate 1.1% among 580,000; P18054; Potency, µM (highest dose often 108 µM), for the others: at the top dose activity change, negative = inhibition, usual class: inhibitors; purified 12hLO, xylenol orange hydroperoxide absorbance; further: on the % scale 0 is the no-effect control and ±100 the full control effect
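Purified human 12hLO (150 nM final) in 25 mM Hepes, 0.01% Triton X-100, pH 7.0 was preincubated 15 min at room temperature with compound. Then 40 uM arachidonic acid was added, 30 min. Hydroperoxide was read by Fe-XO absorbance ratio 573/405 nm.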
mIDH1 inhibitor: inhibitors of human mutant IDH1 R132H; IDH1-R132H enzyme, NADPH consumption, diaphorase/resazurin fluorescence; Potency, µM (titrated, usually from 76.6 µM), without a hit: top-dose activity change, negative = inhibition, most hits filed as inhibitors; hit rate 0.093% among 390,000; AID 602179; further: on the % scale 0 is the no-effect control and ±100 the full control effect; nearly all actives have a fitted effect of over 65% in size
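IDH1-R132H (0.5 ug/mL dispensed) in pH 7.5 Tris buffer was preincubated 30 min with compound, then given a substrate mix of 0.016 mM NADPH and 2 mM alpha-KG for 80 min at room temperature; remaining NADPH was read by diaphorase/resazurin fluorescence.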
rTrxR1 inhibitor: rat TrxR1 inhibition; recombinant rTrxR1, NADPH fluorescence consumption, selenite substrate; Potency, µM (series often up to 114 µM), for the others: top-dose activity change, negative = inhibition, usual class: inhibitors; hit rate 1% among 390,000; AID 588453; further: on the % scale 0 is the no-effect control and ±100 the full control effect; nearly all actives have a fitted effect of over 65% in size
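Rat TrxR1 (90 nM in the dispensed reagent) was pre-reduced with 400 uM NADPH for 5 min at room temperature, then incubated with compound for 15 min. After 400 uM selenite was added, NADPH fluorescence (Ex 340/Em 450 nm) was followed for 8 min.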
Vif-A3G inh: blocks the Vif interaction with human APOBEC3G; HeLa A3G-eYFP + Vif (tagged APOBEC3G with the HIV-1 protein that degrades it), YFP fluorescence, overnight; Q9HC16; Potency, µM (titrated, usually from 46.1 µM), for the others: at the top dose activity, negative = active, actives largely listed as inhibitors; hit rate 0.076% among 410,000;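 further: on the % scale 0 is the no-effect control and ±100 the full control effect; nearly all actives have a fitted effect of over 60% in size; hits raise eYFP signal because A3G escapes Vif-driven loss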
Target sequence (Q9HC16 whole entry, looked up): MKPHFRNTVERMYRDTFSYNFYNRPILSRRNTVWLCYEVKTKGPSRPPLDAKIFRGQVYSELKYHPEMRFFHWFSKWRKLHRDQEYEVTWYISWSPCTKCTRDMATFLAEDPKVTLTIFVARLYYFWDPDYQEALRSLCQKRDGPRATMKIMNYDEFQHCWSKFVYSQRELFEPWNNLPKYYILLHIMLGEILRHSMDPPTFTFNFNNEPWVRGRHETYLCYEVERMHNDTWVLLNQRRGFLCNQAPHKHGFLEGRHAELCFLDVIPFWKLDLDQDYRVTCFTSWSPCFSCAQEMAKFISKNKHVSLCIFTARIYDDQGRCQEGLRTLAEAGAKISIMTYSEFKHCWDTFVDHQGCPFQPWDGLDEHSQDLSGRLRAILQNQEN
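Read-out is eYFP fluorescence (Ex 488/Em 500-530) from Vif-expressing HeLa A3G-eYFP cells; more signal means A3G escaped Vif-mediated degradation. Cells plated overnight, compound pinned in, incubated overnight at 37 deg C.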
USP1-UAF1 inh: blocks the human USP1/UAF1 deubiquitinase complex; O94782; recombinant USP1/UAF1, Ub-Rhodamine cleavage fluorescence; Potency, µM (highest dose often 57.1 µM), inactives show at the top dose activity change, negative = inhibition, most hits filed as inhibitors; hit rate 0.23% among 390,000; AID 743255; further: on the % scale 0 is the no-effect control and ±100 the full control effect; nearly all actives have a fitted effect of over 60% in size; inactives centre near -12
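High-throughput fluorogenic screen: 1nM USP1/UAF1 complex, Ub-Rho substrate 150nM final, 50mM HEPES pH 7.8 with 0.5mM EDTA, 0.1 mg/ml BSA, 1mM TCEP and 0.01% Tween-20.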
RGS4 inhibitor: inhibitors of human regulator of G protein signaling 4; Transcreener GDP fluorescence polarization, RGS4-accelerated GTP hydrolysis; Potency, µM (titrated, usually from 114 µM), inactives show top-dose activity change, negative = inhibition, usual class: inhibitors; hit rate 0.039% among 390,000; AID 504845; further: on the % scale 0 is the no-effect control and ±100 the full control effect; nearly all actives have a fitted effect of over 75% in size; some results filed as inactive show a strong effect at the top dose
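MLSMR compounds (23 nl, pin-transferred) preincubated 10 min at room temperature with a 500nM (2x) first reagent, then RGS4 at 900nM (2x) plus Transcreener GDP mix added; fluorescence polarization (620/688 nm) read before and after 90 min at 30 °C.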
RXFP1 ag: RXFP1 (human) receptor agonism; Q9HBX9; HEK293T-RXFP1 cAMP TR-FRET, 30 min; response scale: percent of porcine relaxin response, buffer zero; Potency, µM (series often up to 57.5 µM), inactives show at the top dose activation, actives largely listed as activators; hit rate 0.3% among 370,000; further: on the % scale 0 is the no-effect control and ±100 the full control effect; nearly all actives have a fitted effect of over 60% in size; many of its hits are not listed in these tables
Target sequence (Q9HBX9 whole entry, looked up): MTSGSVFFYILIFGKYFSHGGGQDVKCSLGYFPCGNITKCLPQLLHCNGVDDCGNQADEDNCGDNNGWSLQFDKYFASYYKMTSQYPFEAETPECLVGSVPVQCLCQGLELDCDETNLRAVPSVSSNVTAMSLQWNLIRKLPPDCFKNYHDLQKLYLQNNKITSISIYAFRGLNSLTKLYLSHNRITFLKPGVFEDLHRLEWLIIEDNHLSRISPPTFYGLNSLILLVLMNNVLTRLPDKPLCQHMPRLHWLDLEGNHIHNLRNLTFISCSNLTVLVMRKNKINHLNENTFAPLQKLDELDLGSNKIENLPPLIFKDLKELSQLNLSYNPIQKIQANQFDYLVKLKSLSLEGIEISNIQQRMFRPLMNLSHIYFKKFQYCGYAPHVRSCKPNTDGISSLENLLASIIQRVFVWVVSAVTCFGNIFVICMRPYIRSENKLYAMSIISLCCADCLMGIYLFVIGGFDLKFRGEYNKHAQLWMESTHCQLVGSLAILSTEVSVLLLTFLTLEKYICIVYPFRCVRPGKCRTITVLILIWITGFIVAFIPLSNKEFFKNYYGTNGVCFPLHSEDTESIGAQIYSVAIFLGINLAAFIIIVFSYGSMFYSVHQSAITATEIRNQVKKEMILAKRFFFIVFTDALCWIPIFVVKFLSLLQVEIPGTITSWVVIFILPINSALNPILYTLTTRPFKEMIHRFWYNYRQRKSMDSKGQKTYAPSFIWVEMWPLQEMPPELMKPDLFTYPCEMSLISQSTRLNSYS
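HEK293 cells stably expressing RXFP1, treated 30 min at 37C with compounds plus PDE4 inhibitor Ro 20174; cAMP measured by HTRF TR-FRET. Normalized to buffer and 29 nM porcine relaxin; EC50 by Hill fit.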
* marks the source's active call; other numbers are inactive results; ? = inconclusive; . = no result given; & = joins results of further samples; [ ] = another dose, or the depositor's remark. The call rests on the fitted dose curve; in most records, active means well fitted curve in the direction sought with a large enough effect; inconclusive means small, poorly fitted or top-dose-only effect, or another doubt; inactive means no such curve, though single readings can be large; an effect the other way counts as inactive or inconclusive. Potency means the concentration at half of the fitted maximal effect. These rows are one share of the data; rates above refer to the full screens.

| entry | SMILES | USP1-UAF1 inh | Vif-A3F inh | mIDH1 inhibitor | RXFP1 ag | TrxR1 substrate | RGS4 inhibitor | Vif-A3G inh | rTrxR1 inhibitor | ALOX12 inh |
| --- | --- | --- | --- | --- | --- | --- | --- | --- | --- | --- |
| 1 | CN(Cc1cc(=O)n2ccsc2n1)c1ccccc1 | -16% | -6% | -7% | -1.1% | -4% | -4% | 1% | 14% | -16% |
| 2 | Cc1ccc(S(=O)(=O)CCC(=O)c2cccc([N+](=O)[O-])c2)cc1 | -16% | -3% | 1% | 0.0% | 11%[57.1 µM] | ? | -19% | ? | ? |
| 3 | COc1ccc(-c2cc(-c3ccccc3)nc(SCC(=O)Nc3ncc(C)s3)c2C#N)cc1 | -14% | -1% | 7% | 0.8% | -7% | -39% | 2% | -14% | -23% |
| 4 | COc1c(C)cc(C(=O)C2CCCN(C(=O)CCCn3cncn3)C2)cc1C (stereo not given) | -14% | 6% | 5% | -4.4% | 10% | -10% | 4% | 17% | 0% |
| 5 | CCOC(=O)c1c(NC(=S)Nc2ccc(OC)cc2)sc2c1CCCCC2 | -5% | 1% | 5% | -0.4% | -2% | 1% | -2% | -19% | -17% |
| 6 | Cc1ccc(S(=O)(=O)Nc2cc3c4c(c2)CCN4C(=O)CC3)cc1 | 3% | -8% | 1% | -0.3% | -12% | -5% | 1% | -14% | ? |
| 7 | Cc1nnc(NC(=O)CSc2nc3c([nH]c4ccccc43)c(=O)n2-c2ccc(Cl)cc2)s1 | -21% | ? | 4% | -0.2% | 3%[57.1 µM] | 4% | -8% | 27%[57.1 µM] | -24% |
| 8 | COc1ccc(N2CCN(C(=O)CNS(=O)(=O)c3ccc(C)cc3)CC2)cc1 | ? | -3% | -6% | 2.4% | 1% | 5% | -3% | -1%[57.1 µM] | -41% |
| 9 | CCOC(=O)/C(=C\Nc1ccccc1C(F)(F)F)Sc1ncc(C(F)(F)F)cc1Cl | -9% | 4% | 2% | -1.8% | -1%[57.1 µM] | -7% | -7% | 14%[57.1 µM] | 0% |
| 10 | CCN(CC)S(=O)(=O)c1ccc(C(=O)OCn2c(SC)nnc(C)c2=O)cc1 | -12% | 4% | 2% | 4.6% | -3% | -12% | 0% | -11% | 11% |
| 11 | COc1ccc(/C=C2\SC(=O)N(CC(=O)Nc3ccc(F)cc3)C2=O)cc1O | 0% | -8% | 7% | -2.5% | -10% | -17% | -24% | -8% | 0% |
| 12 | Cc1cc(C)c2nc(-c3ccccn3)cc(C(=O)NCc3ccco3)c2c1 | -14% | -7% | -2% | 0.2% | 17%[57.1 µM] | -53% | -9% | -7%[57.1 µM] | ? |
| 13 | Cc1ccc(-c2nnn(CC(=O)N(CC(=O)NCC3CCCO3)c3ccccc3)n2)o1 (stereo not given) | -15% | -3% | 1% | -1.3% | 7% | -10% | 1% | 12% | -8% |
| 14 | COc1cc(NC(=O)COC(=O)C2CC2)c(C)cc1[N+](=O)[O-] | -7% | 6% | 2% | 0.7% | -23% | -12% | -1% | -22% | 7% |
| 15 | O=C(O)c1ccccc1C(=O)Nc1cc(C(F)(F)F)ccc1N1CCCC1 | 3% | 0% | 8% | -2.6% | -9%[57.1 µM] | 7% | -2% | 7% | 0% |

As a short view, two of the compounds above:
| entry | SMILES | USP1-UAF1 inh | Vif-A3F inh | mIDH1 inhibitor | RXFP1 ag | TrxR1 substrate | RGS4 inhibitor | Vif-A3G inh | rTrxR1 inhibitor | ALOX12 inh |
| --- | --- | --- | --- | --- | --- | --- | --- | --- | --- | --- |
| 13 | Cc1ccc(-c2nnn(CC(=O)N(CC(=O)NCC3CCCO3)c3ccccc3)n2)o1 (stereo not given) | -15% | -3% | 1% | -1.3% | 7% | -10% | 1% | 12% | -8% |
| 14 | COc1cc(NC(=O)COC(=O)C2CC2)c(C)cc1[N+](=O)[O-] | -7% | 6% | 2% | 0.7% | -23% | -12% | -1% | -22% | 7% |

Only mIDH1 inhibitor (2 entries from above):
| No. | Structure | mIDH1 inhibitor |
| --- | --- | --- |
| 8 | COc1ccc(N2CCN(C(=O)CNS(=O)(=O)c3ccc(C)cc3)CC2)cc1 | -6% |
| 9 | CCOC(=O)/C(=C\Nc1ccccc1C(F)(F)F)Sc1ncc(C(F)(F)F)cc1Cl | 2% |

Continued.
| entry | SMILES | USP1-UAF1 inh | Vif-A3F inh | mIDH1 inhibitor | RXFP1 ag | TrxR1 substrate | RGS4 inhibitor | Vif-A3G inh | rTrxR1 inhibitor | ALOX12 inh |
| --- | --- | --- | --- | --- | --- | --- | --- | --- | --- | --- |
| 16 | COc1ccc2oc(=O)cc(CN3CCN(Cc4ccccc4)CC3)c2c1 | -21%&-14% | 1%&-1% | -9%&-2% | -3.4% | 1% | -1% | 3%&2% | -6% | -5%&-27%&16% |
| 17 | CC1=NN(c2ccc(S(=O)(=O)O)cc2Cl)C(=O)C1 | ? | 19% | 4% | 0.8% | -24%[57.1 µM] | ? | 3% | -9%[57.1 µM] | -12% |
| 18 | CCOC(=O)C1CCN(C(=O)c2ccc(Cl)c(NC3=NC4CS(=O)(=O)CC4S3)c2)CC1 (stereo not given) | -19% | 2% | 11% | 0.7% | 8%[57.1 µM] | -3% | 3% | 4%[57.1 µM] | -3% |
| 19 | O=C(NCc1ccncc1)/C(=C/c1cccc([N+](=O)[O-])c1)NC(=O)c1ccccc1 | -16% | 9% | 2% | -0.8% | 2% | 25% | 3% | 35% | 0% |
| 20 | Cc1cc(C)n(-c2cc(O)c(-n3nc(C)cc3C)cc2O)n1 | -11% | -3% | 6% | 1.1% | 0%[57.1 µM] | 4% | 2% | -3%[57.1 µM] | -15% |
| 21 | Cc1ccc(-n2nc(CO)c(C(=O)NCCCc3ccccc3)n2)cc1 | -7% | 4% | 4% | 2.3% | -1% | -7% | -1% | 1% | ? |
| 22 | O=C1CCC(C(=O)OCc2c(Cl)cccc2Cl)N1 (stereo not given) | -13% | -6% | 5% | 3.1% | 4%[57.1 µM] | -16% | 2% | 15%[57.1 µM] | -3% |
| 23 | CCOC(=O)c1c(C)[nH]c(C(=O)COC(=O)C2CC2)c1C | 1% | 0% | -10% | -0.3% | -5%[57.1 µM] | 16% | -3% | -5%[57.1 µM] | -24% |
| 24 | CNC(=O)/C(C#N)=C/c1cccc(Oc2ccccc2)c1 | -5% | 1% | -6% | 4.6% | -6% | -15% | -20% | ? | ? |
| 25 | COc1ccc(C2N=C(Nc3nc4ccccc4o3)NC3=C2C(=O)CC(C)(C)C3)cc1 (stereo not given) | . | . | . | . | 10% | 12% | 2% | -12% | . |
| 26 | COCCN(CCOC)c1ncnc2c1c(-c1ccccc1)cn2-c1ccc(C)c(Cl)c1 | -4% | -11% | -6% | ? | -5%[57.1 µM] | 12% | 4% | 0%[57.1 µM] | ? |
| 27 | Cc1cc(C)n(-c2ccc(C(=O)Nc3ccccc3N3CCOCC3)cc2)n1 | -13% | -1% | 5% | 2.3% | -8% | -6% | 2% | 13% | 14% |
| 28 | Cn1c(CCN2CCN(c3ccccn3)CC2)nc2cc(NS(=O)(=O)c3ccccc3)ccc21 | -26% | 1% | -2% | -0.2% | 5% | 4% | -3% | 5% | 3% |
| 29 | Cc1ccc(OCCC(=O)Nc2ccc(S(=O)(=O)N3CCCC3)cc2)cc1 | -14% | -2% | 2% | 1.2% | -7% | 7% | -1% | 16% | -5% |
| 30 | O=C(CSc1nc(O)c(C2CCCCC2)c(=O)[nH]1)N1CCOCC1 | -16% | -20% | 5% | -0.8% | -4%[57.1 µM] | -40% | -3% | 28%[57.1 µM] | 0% |
| 31 | CCn1c(=O)c([N+](=O)[O-])c(NCCN(C)C)c2ccccc21 | -20% | -19% | 6% | 1.8% | 6% | 0% | 0% | 17% | -2% |
| 32 | Cn1nc(C(=O)OCC(=O)c2ccc[nH]2)c2ccccc2c1=O | -14% | 6% | 7% | 0.4% | -1%[57.1 µM] | -42% | 0% | 1%[57.1 µM] | -22% |

Results in sequence from the list:
Vif-A3G inh, entries 23 to 30, in order: -3%, -20%, 2%, 4%, 2%, -3%, -1%, -3%
Vif-A3F inh, entries 23 to 30, in order: 0%, 1%, ., -11%, -1%, 1%, -2%, -20%

Arranged by value in TrxR1 substrate (smallest number first): 7 of the compounds above
nr	SMILES	USP1-UAF1 inh	Vif-A3F inh	mIDH1 inhibitor	TrxR1 substrate	RGS4 inhibitor	Vif-A3G inh	rTrxR1 inhibitor	ALOX12 inh
27	Cc1cc(C)n(-c2ccc(C(=O)Nc3ccccc3N3CCOCC3)cc2)n1	-13%	-1%	5%	-8%	-6%	2%	13%	14%
29	Cc1ccc(OCCC(=O)Nc2ccc(S(=O)(=O)N3CCCC3)cc2)cc1	-14%	-2%	2%	-7%	7%	-1%	16%	-5%
24	CNC(=O)/C(C#N)=C/c1cccc(Oc2ccccc2)c1	-5%	1%	-6%	-6%	-15%	-20%	?	?
21	Cc1ccc(-n2nc(CO)c(C(=O)NCCCc3ccccc3)n2)cc1	-7%	4%	4%	-1%	-7%	-1%	1%	?
19	O=C(NCc1ccncc1)/C(=C/c1cccc([N+](=O)[O-])c1)NC(=O)c1ccccc1	-16%	9%	2%	2%	25%	3%	35%	0%
28	Cn1c(CCN2CCN(c3ccccn3)CC2)nc2cc(NS(=O)(=O)c3ccccc3)ccc21	-26%	1%	-2%	5%	4%	-3%	5%	3%
31	CCn1c(=O)c([N+](=O)[O-])c(NCCN(C)C)c2ccccc21	-20%	-19%	6%	6%	0%	0%	17%	-2%

Screening results (PubChem)
